Screening data (PubChem BioAssay)
SENP7 inh: SENP7 protease inhibitors, primary screen, biochemical, luminescence, uHTS. Sentrin-specific protease 7 (Homo sapiens), Q9BQF6. recombinant SENP7, Z-RLRGG-aminoluciferin luminescence, 40 min. inhibition, % at 5 µM. 1.5% of 330,000 active. AID 434973, 2010;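 active = inhibition above about 50% at the single test dose, limit read from the data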;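 note: plate controls were DMSO with enzyme for no effect and no enzyme buffer wells for full effect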
Target sequence (Q9BQF6 706-1050 limits assumed): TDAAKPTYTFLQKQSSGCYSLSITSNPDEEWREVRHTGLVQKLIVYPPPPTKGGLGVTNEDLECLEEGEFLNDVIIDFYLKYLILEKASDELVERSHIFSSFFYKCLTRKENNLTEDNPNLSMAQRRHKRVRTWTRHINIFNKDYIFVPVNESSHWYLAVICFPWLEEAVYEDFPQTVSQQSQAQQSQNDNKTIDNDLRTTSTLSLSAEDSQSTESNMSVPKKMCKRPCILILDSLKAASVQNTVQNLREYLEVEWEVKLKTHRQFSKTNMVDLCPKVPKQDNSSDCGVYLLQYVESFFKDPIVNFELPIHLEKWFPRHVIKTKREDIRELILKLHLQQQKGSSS
Jurkat NFkB inh: inhibitors of induced NF-kB luciferase reporter, primary screen, TCR NF-kB activation inhibitor project, cell-based, luminescence, uHTS; inhibition, % at 4 µM; 0.53% of 330,000 active; Jurkat, PMA/ionomycin-induced NF-kB luciferase reporter; AID 435003, 2010
Gli-Sufu antag: Gli-Sufu pathway antagonists, primary screen, luciferase luminescence, Sufu-KO-LIGHT cells, uHTS | Sufu-KO-LIGHT fibroblasts, Gli luciferase reporter luminescence | inhibition, % at 5 µM | 0.74% of 340,000 active | AID 588413, 2011;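 active = inhibition above about 55%, limit read from the data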;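 note: 0% = DMSO-treated cells and 100% = wells with medium but no cells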
HKDC1 inh: HKDC1 hexokinase inhibitors, primary screen, biochemical, fluorescence, uHTS | Q2TB90 | recombinant HKDC1, G6PDH/diaphorase resazurin coupled fluorescence | inhibition, % at 20 µM | 0.16% of 340,000 active | AID 493160, 2011;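 active = inhibition above about 35% when tested at 20 µM, limit read from the data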;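 note: plate controls were DMSO wells with enzyme for no effect and DMSO wells lacking enzyme for full effect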
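test system = in-house recombinant HK5 (HKDC1) enzyme | amount = HKDC1 at 5 µg/mL | control set = DMSO-enzyme wells negative, buffer-substituted wells positive | compound = one dose of 20 µM, 1% DMSO | schedule = reaction time 90 min, room temperature, protected from light | technique = resorufin fluorescence at 613 nm | reagent = glucose with 1 mM ATP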
697 NFkB inh: inhibitors of PMA/ionomycin-induced NF-kB reporter, 697 cells, primary screen, B-cell NF-kB inhibitor project, cell-based, luminescence, uHTS; 697 B-cell NF-kB luciferase reporter, 16 h; inhibition, % at 4 µM; 0.33% of 330,000 active; AID 435022, 2010; in the data active = inhibition above about 35%
UBC13 polyUb: UBC13 polyubiquitin chain formation inhibitors, primary screen, biochemical, TR-FRET, uHTS; Ubiquitin-conjugating enzyme E2 N (Homo sapiens), P61088; inhibition, % at 20 µM; 0.47% of 330,000 active; AID 485273, 2010; in the data active = inhibition above about 45%, passing the limit was not always enough
Target sequence (P61088 whole entry, looked up): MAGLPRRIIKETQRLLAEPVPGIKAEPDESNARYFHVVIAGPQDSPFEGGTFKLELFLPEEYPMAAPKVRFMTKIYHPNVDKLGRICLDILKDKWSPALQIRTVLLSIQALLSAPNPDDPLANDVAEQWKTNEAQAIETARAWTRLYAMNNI
SENP8 inh: SENP8 protease inhibitors, primary screen, biochemical, luminescence; Sentrin-specific protease 8 (Homo sapiens), Q96LD8; purified SENP8, Z-RLRGG-aminoluciferin cleavage; inhibition, % at 10 µM; 1.2% of 330,000 active; AID 2540, 2010
Target sequence (Q96LD8 whole entry, looked up): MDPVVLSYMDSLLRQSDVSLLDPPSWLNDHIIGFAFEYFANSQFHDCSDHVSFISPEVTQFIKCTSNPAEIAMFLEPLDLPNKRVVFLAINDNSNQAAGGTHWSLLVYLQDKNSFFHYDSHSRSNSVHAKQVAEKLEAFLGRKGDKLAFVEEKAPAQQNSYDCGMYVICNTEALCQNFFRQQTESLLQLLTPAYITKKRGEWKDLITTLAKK
Apaf-1 inh: inhibitors of human Apaf-1 apoptosome, primary screen, biochemical, DEVD-Rh110 fluorescence, uHTS; AID 489030, 2010; Apoptotic protease-activating factor 1 (Homo sapiens), O14727; inhibition, % at 20 µM; 0.71% of 330,000 active; reconstituted apoptosome caspase-3 activity; active = inhibition of at least 40% at 20 µM;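 note: plate controls were DMSO wells for no effect and DEVD-CHO caspase inhibitor wells for full effect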
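Material: reconstituted apoptosome with Apaf-1, cytochrome c, caspase-9, procaspase-3, dATP; medium: pH 7.5 Hepes buffer with CHAPS, BSA, DTT; also added: cytochrome c and DEVD-Rh110 substrate; timing: 30 min plus 50 min, RT; signal: Rh110 fluorescence intensity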
The depositor's hits bear a star. Cut-off read from the data, not from the text of the source, unless noted: active = inhibition above about 50%; inactive = the rest.

SMILES	SENP7 inh	Jurkat NFkB inh	Gli-Sufu antag	HKDC1 inh	697 NFkB inh	UBC13 polyUb	SENP8 inh	Apaf-1 inh
Cc1ccsc1C(=O)N1CCN(c2ncccn2)CC1	5.7	-22.8	-3.0	-4.0	11.4	-4.2	-6.6	1.8
O=c1cc(CCl)nc(Cc2c(Cl)cccc2Cl)[nH]1	11.7	-9.5	8.6	-0.5	-9.2	-2.6	-8.9	-13.7
CCc1cccc(C)c1NC(=O)CN(C)Cc1ccccc1F	-8.0	-1.9	6.6	-5.0	-2.4	-4.8	-7.6	9.6
CCc1ccc2c(c1)C(C)=CC(C)(C)N2	-4.1	-9.7	-0.6	-2.7	-20.3	-4.8	-7.8	0.7
COCCNC(=O)C(c1ccncc1)N(C(=O)c1sc(C)nc1C)c1cccc(C)c1 (stereo not given)	9.1	-9.3	-2.5	-5.1	-4.6	2.4	-6.7	-1.4
O=C(Nc1ccc(NC(=O)C2CCCCC2)nc1)c1cccs1	-3.7	-73.5	-7.0	0.8	-30.5	-1.2	-0.1	3.1
Cc1cc(=O)oc2c3c4c(cc12)OCCN4CCC3	3.0	-4.9	8.4	3.4	-1.7	8.8	2.5	5.9
Cc1cc(/C=C2/SC(=S)N(c3ccc([N+](=O)[O-])cc3)C2=O)c(C)n1-c1cccnc1	3.6	45.4	80.8*	-1.6	22.2	-55.4	2.6	0.2
COc1ccc(Br)cc1CN1CCCC(C(=O)N2CCCCC2)C1 (stereo not given)	2.1	-8.2	12.8	-7.3	-8.4	-4.2	6.3	3.5
O=C1CCC(=O)N1CC1CC2CCC1C2 (stereo not given)	5.0	-30.0	-6.9	-1.3	8.0	3.2	-0.8	4.5
N#C/C(=C(/O)c1ccc(Cl)c([N+](=O)[O-])c1)c1nc2ccccc2[nH]1	6.1	6.4	7.2	-4.3	-15.6	-6.7	-17.8	3.5
CC(C)C12CN3CC(C(C)C)(CN(C1)C31C(=O)Nc3ccccc31)C2=O (stereo not given)	-0.6	7.5	24.3	-3.5	1.7	1.2	-5.1	-8.5
COc1ccc(-c2c(C#N)c(SCc3c(C)noc3C)nc3c2C(=O)CC(C)(C)C3)cc1	-8.3	-4.0	11.3	4.2	-5.3	-5.7	-10.8	18.5
CN(C)C(CNC1CC(C)(C)NC(C)(C)C1)c1cccc(F)c1 (stereo not given)	5.8	-27.9	0.4	-4.8	4.3	2.4	5.8	15.5
Cc1cccc(OCC(=O)Nc2ccc3c4c(cccc24)CC3)c1C	-9.4	-17.6	4.2	-6.0	-16.8	-32.9	-4.1	3.6
CCOC(=O)[C@@H]1[C@H]2COc3ccccc3[C@H]2N2C(=O)N(c3cccc(Cl)c3)C(=O)[C@@]12C	10.9	3.0	-0.8	-2.5	6.7	-10.1	-11.4	13.2
CCOc1ccc(NC(=O)NC2CCCCCCC2)cc1	-10.3	-146.7	-96.4	-2.0	-205.1	-4.5	-10.1	11.6
CCC(CC)C(=O)Nc1cc(C(=O)OC)ccc1C(=O)OC	5.6	-12.7	-9.2	-6.8	-6.7	4.9	1.2	7.5
CCOc1ccccc1N(C(=O)Nc1ccc(Cl)cc1)C1=NC(C)CS1 (stereo not given)	-6.5	-9.6	-13.3	-4.9	26.6	7.6	1.1	-3.6
CCOc1ccc(NC(=O)CCNS(=O)(=O)c2cccs2)cc1	-1.8	-11.3	0.7	0.7	17.9	4.8	5.2	-12.4
COc1ccc(CNc2oc(COc3ccccc3Cl)nc2C#N)cc1	-3.3	-1.3	7.3	1.4	10.5	15.9	3.1	14.4
O=C(NCc1ccncc1)c1ccc(N2CCCC2)c([N+](=O)[O-])c1	-3.1	-21.3	19.5	-14.5	-11.1	-14.0	-7.4	0.8
COc1cccc(C(C(=O)NC2CCCCC2)N(C(=O)CNC(=O)c2ccco2)c2cccnc2)c1 (stereo not given)	1.1	9.1	6.2	-3.0	8.7	1.6	4.4	5.2
CC(C)(C)C(=O)Nc1ccc(S(=O)(=O)N2CCCC2)cc1	-1.9	0.7	8.6	2.3	-2.5	6.3	-4.6	0.1
CCOc1ccc2oc(C(=O)OCC(=O)N3CCCC(C)C3)c(C)c2c1 (stereo not given)	4.8	-1.5	-11.6	3.5	8.7	13.1	-7.5	11.0

Later entries.
SMILES	SENP7 inh	Jurkat NFkB inh	Gli-Sufu antag	HKDC1 inh	697 NFkB inh	UBC13 polyUb	SENP8 inh	Apaf-1 inh
O=C(O)CN1C(=O)S/C(=C\c2ccc3c(c2)OCO3)C1=O	3.5	-19.9	5.0	-1.7	-8.1	-7.0	-10.5	-18.2
Cc1ccc(S(=O)(=O)N(C)CCCC(=O)NC(C)(C)CO)cc1	-0.7	9.5	-4.6	-11.4	18.1	2.5	9.1	-7.5
Cc1ccc(C23CCC(=O)N2C(C(=O)O)CS3)c(C)c1 (stereo not given)	3.9	-19.6	-19.5	-1.5	8.5	-0.8	3.0	17.2
CN(CC(=O)Nc1ccccc1Cl)C(=O)COC(=O)c1ccccc1[N+](=O)[O-]	100.6*	-8.0	-6.0	-1.4	5.1	1.3	-5.5	3.5
CCOCCCNC(=S)NC1CC2CCC(C1)N2Cc1ccccc1 (stereo not given)	-7.7	-3.7	24.3	-8.1	12.8	5.1	0.2	11.3
COc1ccc(Nc2nc(-c3c[nH]c4ccccc34)cs2)cc1	1.9	-48.3	-25.3	-11.9	-44.6	-4.0	6.6	22.0
CSc1ncccc1C(=O)OCC(=O)NC1CCS(=O)(=O)C1 (stereo not given)	-2.3	8.8	-15.2	-4.8	11.1	4.2	1.3	-1.9
CCCNC(=O)c1cc(Cl)c(NC(=O)C2=CSCCO2)cc1OC	-1.8	-52.5	-50.5	-2.5	-66.2	-7.6	3.5	7.0
Cc1ccc(S(=O)(=O)Nc2cccc(C(=O)NCc3cccnc3)c2)cc1F	0.9	20.2	4.1	4.2	-29.1	4.6	14.5	1.3
CCOCCCNC(=O)C(NC(=O)Cc1cccs1)c1ccc(Cl)cc1 (stereo not given)	4.4	4.2	0.7	-3.0	12.3	13.0	-6.1	-3.2
Cc1cc(Nc2cccc(Br)c2)c2ccccc2n1	0.4	34.3	27.8	-1.5	-40.4	-6.3	5.7	3.0
CN(Cc1ccccc1)S(=O)(=O)c1ccc(S(=O)(=O)N(Cc2ccc(F)cc2)C2CCCC2)cc1	4.5	8.6	12.6	-7.7	24.7	-1.0	-2.5	11.4
O=C1C2C(C(=O)N1CCN1CCN(Cc3ccc([N+](=O)[O-])cc3)CC1)[C@H]1C=C[C@@H]2C1 (stereo not given in full)	-4.4	14.6	-6.1	-0.5	14.5	0.7	0.0	-25.6
O=C1CC(SCc2nc3ccccc3[nH]2)C(=O)N1c1cccc(Cl)c1 (stereo not given)	2.7	3.6	4.4	-0.4	-5.3	2.7	-0.9	-2.0
COc1ccc(Cl)cc1NC(=O)CN(C)C(=O)c1cccc2cccnc12	-1.5	-1.0	-5.6	-2.0	13.4	9.7	-6.2	4.3
O=C(NCC(=O)N(Cc1ccco1)C(C(=O)NC1CCCC1)c1cccnc1)c1cccs1 (stereo not given)	-2.9	-12.2	-22.4	-6.1	-12.2	-3.3	-8.3	0.0
O=C(CN(Cc1ccccc1)C(=O)CCC(=O)Nc1nccs1)NCc1ccccc1	1.5	-3.2	-11.1	-4.2	9.2	6.4	-1.5	2.6
CCOc1ccccc1N(C)C(=O)c1cc2c(=O)n(CC)c3ccccc3c2s1	0.0	-4.1	9.0	-0.7	0.9	-0.5	-5.1	17.8
CN(C)CCN(Cc1cc2cc3c(cc2[nH]c1=O)OCO3)C(=S)NCC1CCCO1 (stereo not given)	0.1	-7.6	15.1	1.4	-15.1	-7.6	-16.4	6.2
CCc1ccc2[nH]c(=O)c(CN(CCCN3CCOCC3)C(=O)Nc3cccc(Cl)c3)cc2c1	5.0	11.9	3.6	-0.3	15.6	22.9	5.1	19.3
O=C(CN1CCCCC1)NNc1nc(-c2ccccc2)c2cc(Br)ccc2n1	5.8	12.4	2.7	-5.2	-5.0	-1.0	2.2	6.3
C#CCOCCOCCOCCNc1nc(N2CCN(C(=O)[C@H](CC(N)=O)n3cc([C@@H](N)CC(N)=O)nn3)CC2)nc(N2CCN(C(=O)[C@H](CC(N)=O)n3cc([C@@H](N)CC(N)=O)nn3)CC2)n1	-7.4	3.7	-4.6	-6.1	0.9	8.6	-9.0	7.5
Cc1[nH]n(-c2ccccc2)c(=O)c1-c1cccc(Cl)c1	-9.2	-24.4	2.1	2.8	6.4	-15.0	-7.5	14.2
Cc1ccc(-c2ccc(SCC(=O)c3ccccc3)nn2)cc1	2.5	-8.7	-24.8	9.7	-56.7	10.8	4.1	3.9
C/C(=N\OC(=O)c1ccccc1)c1cc(-c2ccc(Cl)cc2)no1	5.6	-65.8	-55.0	-0.3	-64.1	-5.8	-0.6	12.9

Ordered by heavy-atom count (falling): some entries from above.
SMILES	SENP7 inh	Jurkat NFkB inh	Gli-Sufu antag	HKDC1 inh	697 NFkB inh	UBC13 polyUb	SENP8 inh	Apaf-1 inh
Cc1cc(/C=C2/SC(=S)N(c3ccc([N+](=O)[O-])cc3)C2=O)c(C)n1-c1cccnc1	3.6	45.4	80.8*	-1.6	22.2	-55.4	2.6	0.2
CN(CC(=O)Nc1ccccc1Cl)C(=O)COC(=O)c1ccccc1[N+](=O)[O-]	100.6*	-8.0	-6.0	-1.4	5.1	1.3	-5.5	3.5
Cc1ccc(S(=O)(=O)N(C)CCCC(=O)NC(C)(C)CO)cc1	-0.7	9.5	-4.6	-11.4	18.1	2.5	9.1	-7.5
Cc1[nH]n(-c2ccccc2)c(=O)c1-c1cccc(Cl)c1	-9.2	-24.4	2.1	2.8	6.4	-15.0	-7.5	14.2
CCc1ccc2c(c1)C(C)=CC(C)(C)N2	-4.1	-9.7	-0.6	-2.7	-20.3	-4.8	-7.8	0.7

The results go on:
SMILES	SENP7 inh	Jurkat NFkB inh	Gli-Sufu antag	HKDC1 inh	697 NFkB inh	UBC13 polyUb	SENP8 inh	Apaf-1 inh
S=C(Cc1ccccc1)NCCc1ccccc1	-16.3	-1.2	-4.0	-5.3	5.5	5.5	-10.2	6.4
CCOc1ccc(NS(=O)(=O)c2ccc(NC(C)=O)c(OC)c2)cc1	-11.2	3.8	9.4	-7.7	24.4	-6.3	-6.3	-5.8
COc1ccc(-c2cc(C(=O)Nc3cnn(Cc4ccccc4C)c3)no2)cc1OC	12.6	9.1	4.7	4.0	-7.1	23.9	8.0	-5.5
Cc1nc(-c2ccc(F)cc2)c(CC(=O)Nc2cccc(S(=O)(=O)N3CCOCC3)c2)s1	3.2	-1.9	1.6	1.1	9.6	-1.1	4.7	1.4
CCCCNC(=S)N(CCN(CC)CC)Cc1cc2cc3c(cc2[nH]c1=O)OCCO3	9.7	-131.5	29.7	2.8	-156.2	-2.2	16.9	5.1
Cc1ccc(NC(=O)CSc2nnc(-c3ccc(S(=O)(=O)N4CCCC4)cc3)o2)cc1C	-8.6	-1.8	-16.1	-0.8	8.7	-17.6	-1.3	1.6
O=C(NC1CCCCC1)C1CC(=O)N(Cc2ccccc2)C1 (stereo not given)	-7.1	-5.4	15.9	-6.6	-1.5	-11.1	-5.7	3.2
COc1ccc(CNc2nc(-c3cccnc3)nn2C(C)=O)cc1	-1.4	4.2	3.1	-6.5	0.5	-2.2	2.6	-5.0
CC(C)Oc1ccc(C2c3c(oc4ccccc4c3=O)C(=O)N2CCCN2CCOCC2)cc1 (stereo not given)	9.4	-21.8	3.9	-7.4	5.4	11.5	-1.6	3.5
O=C(O[C@@H]1[C@H](Cc2ccccc2)NS(=O)(=O)[C@H]2C[C@@H]3C=C[C@]12O3)c1ccccc1Br	-1.0	2.2	-11.7	-2.4	7.2	-9.2	-9.2	14.9
